# ABHD5-PLIN5 inh – ABHD5-PLIN5 interaction inhibitors, primary screen, cell lysate, split luciferase complementation, luminescence. Split G. princeps luciferase complementation, 4 h. inhibition, % at 4 µM. Perilipin-5 (Homo sapiens) + 1-acylglycerol-3-phosphate O-acyltransferase ABHD5 (Homo …. 0.78% of 360,000 active;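 active = inhibition above the mean inhibition across every tested compound plus 3 SD, cut at about 22% in these data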;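 note: 0% = DMSO only wells and the 100% control is not disclosed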
# Target sequence (Q00G26 whole entry, looked up): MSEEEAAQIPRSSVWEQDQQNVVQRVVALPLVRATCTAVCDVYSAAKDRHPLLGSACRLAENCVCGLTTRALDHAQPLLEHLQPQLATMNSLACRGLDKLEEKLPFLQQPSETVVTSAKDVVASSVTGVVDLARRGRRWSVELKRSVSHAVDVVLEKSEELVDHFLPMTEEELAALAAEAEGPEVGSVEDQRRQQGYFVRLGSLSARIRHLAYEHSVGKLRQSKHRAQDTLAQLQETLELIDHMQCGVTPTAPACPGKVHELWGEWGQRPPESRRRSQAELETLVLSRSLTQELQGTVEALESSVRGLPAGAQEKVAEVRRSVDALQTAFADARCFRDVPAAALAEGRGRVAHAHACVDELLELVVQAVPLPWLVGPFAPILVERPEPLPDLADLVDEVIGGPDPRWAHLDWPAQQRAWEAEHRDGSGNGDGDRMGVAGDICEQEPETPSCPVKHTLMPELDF
# Target sequence (Q8WTS1 whole entry, looked up): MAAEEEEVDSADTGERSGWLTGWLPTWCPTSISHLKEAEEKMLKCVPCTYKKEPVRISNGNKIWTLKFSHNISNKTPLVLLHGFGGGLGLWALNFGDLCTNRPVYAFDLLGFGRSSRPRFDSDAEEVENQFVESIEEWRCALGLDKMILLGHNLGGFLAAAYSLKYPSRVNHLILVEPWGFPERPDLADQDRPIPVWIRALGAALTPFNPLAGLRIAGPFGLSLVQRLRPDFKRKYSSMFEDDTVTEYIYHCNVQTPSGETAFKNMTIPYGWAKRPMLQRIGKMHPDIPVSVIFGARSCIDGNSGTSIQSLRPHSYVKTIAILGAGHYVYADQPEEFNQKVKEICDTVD
# Glyco luc inh – increase of ERlucT glycosylation luciferase signal, primary screen, N-linked glycosylation inhibitor project, D54 ERlucT cells, luminescence, set 2 | AID 588692, 2011 | reporter increase, % at 12.5 µM | 0.23% of 360,000 active | D54 ERlucT glycosylation luciferase reporter, 24 h; percent of 100 nM tunicamycin response;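 active = mean luciferase reporter signal, scaled so untreated is 0 and the glycosylation-blocking control 100, at or above a set limit in every replicate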;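 note: luciferase carries N-glycosylation sites so blocking glycosylation raises the light; 0% = median of neutral control wells and 100% = median of 100 nM tunicamycin wells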
# ABCB6 inh MLPCN – ABCB6 transporter inhibitors, primary screen, K562-ABCB6 cells, flow cytometry, MLPCN library; fluorescence ratio to DMSO, % at 10 µM; 0.19% of 360,000 active; K562-ABCB6 porphyrin accumulation, 1 h; stronger effect = lower value; ATP-binding cassette sub-family B member 6 (Homo sapiens), Q9NP58; AID 602162, 2011;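 active = fluorescence ratio to DMSO below 75%, the collection mean minus 3 SD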;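 note: signal is porphyrin accumulated inside mitochondria; 100% equals median channel fluorescence of DMSO control wells; lower ratio means ABCB6 inhibition with less porphyrin fluorescence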
# NCOA2 inhibitor – inhibition of GAL4-SRC2 driven luciferase reporter, primary screen, SRC2 inhibitor project, cell-based, luminescence. HEK293 GAL4-SRC2 luciferase reporter. inhibition, % at 9 µM. 0.17% of 370,000 active. AID 651957, 2012;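 active = inhibition above the mean inhibition of all tested compounds plus 3 SD, set per campaign, cut at about 52% in these data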;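 note: 0% = DMSO treated cells and 100% = cells given Gossypol at 36 µM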
# Cardio protect – cardioprotection against H2O2-induced cell death, primary screen, uHTS, H9c2 cells, ATPLite luminescence. 0.63% of 360,000 active. protection from H2O2 cell death, % at 20 µM. H9c2 cardiomyocytes, H2O2 injury protection, 2 h;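 active = compounds giving at least 50% protection of heart cells from peroxide-induced death in the single-dose screen, raw or plate-pattern-corrected value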;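 note: 0% = DMSO wells with peroxide and 100% = DMSO wells without peroxide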
# HTR2A ag – mouse Htr2a agonists via beta-arrestin recruitment, primary screen, cell-based, luminescence. 5-hydroxytryptamine receptor 2A (Mus musculus), P35363. CHO-K1 mHTR2A beta-arrestin complementation; percent of 30 µM serotonin response. activation, % at 7.6 µM. 0.66% of 360,000 active. AID 624169, 2012;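 active = activation above a run cutoff, the mean activation of all tested compounds plus 3 SD, cut at about 14% in these data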;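 note: 0% = plate median of compound wells and 100% = 30 µM serotonin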
# NOD2-RIPK2 inh – NOD2-RIPK2 binding disruptors in cells, primary screen, fluorescence, CHO cells, BLA complementation | Receptor-interacting serine/threonine-protein kinase 2 (Homo sapiens), O43353 | CCF4 ratio | inhibition, % at 4.98 µM | 0.38% of 360,000 active; in the data active = inhibition above about 21%;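 note: 0% = vehicle only and 100% = reference blocker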
# TLR9-MyD88 inh – inhibitors of TLR9-MyD88 association in cells, primary screen, cell-based, CHO, BLA complementation, fluorescence. AID 504734, 2011. inhibition, % at 4.98 µM. Toll-like receptor 9 (Homo sapiens) + Myeloid differentiation primary response protein …. 0.21% of 340,000 active. CCF4 FRET ratio;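 active = inhibition above the mean over all tested compounds plus 3 SD, cut at about 21% in these data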;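 note: 0% = DMSO only wells and 100% = clavulanate BLA inhibitor control wells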
# MC4R antag cAMP – MC4R antagonists of cAMP signaling, primary screen, cell-based, TR-FRET, antagonist arm of biased-ligand search. 0.48% of 360,000 active. MC4R-expressing cells, MTII-stimulated cAMP, LANCE TR-FRET. Melanocortin receptor 4 (Homo sapiens), P32245. inhibition, % at 6.5 µM;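 active = inhibition above its plate's cutoff, the mean of tested wells on that plate plus 3 SD, cut at about 29% in these data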;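 note: 0% = Melanotan II alone and 100% = Melanotan II plus saturating MCL0020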
#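 System – human MC4R-expressing U2OS cells · Also added – Melanotan II · Dosing – one concentration, 6.5 µM nominal · Timing – 30-min compound, 1-h challenge, 1-h detection, room temperature · Measured by – Eu-cAMP/anti-cAMP TR-FRET, emission 671 nm · Replicates – singlicate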
# MC4R ag barr – MC4R agonists recruiting beta-arrestin, primary screen, cell-based, luminescence, agonist arm of biased-ligand search. Melanocortin receptor 4 (Homo sapiens), P32245. U2OS MC4R beta-arrestin complementation; percent of melanotan II response, DMSO zero. activation, % at 8.9 µM. 0.98% of 360,000 active. AID 540308, 2011;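 active = activation above a per-plate cutoff, the mean activation of sample wells on that plate plus 3 SD, cut at about 8% in these data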
# Numbers without * were called inactive; i = inactive; . = no result given. A portion of the library; the hit share may differ from the screen's.
SMILES,ABHD5-PLIN5 inh,Glyco luc inh,ABCB6 inh MLPCN,NCOA2 inhibitor,Cardio protect,HTR2A ag,NOD2-RIPK2 inh,TLR9-MyD88 inh,MC4R antag cAMP,MC4R ag barr
C[C@@H]1CN([C@@H](C)CO)C(=O)c2cc(Br)cnc2O[C@H]1CN(C)S(=O)(=O)c1cccs1,2,2,100,-15,10,-2,-8,-10,2,-0.2
COc1ccc(NC(=O)c2cc(S(=O)(=O)N3CCCC3)cn2C)cc1Cl,-4,-2,95,-3,-7,8,0,0,18,-1.0
CC(C)(C)C(=O)COC(=O)c1ccc2c(c1)C(=O)N(Cc1ccco1)C2=O,-4,-1,96,-22,1,-9,-6,-13,37*,-0.7
COc1ccc(NC(=O)CN(C)C(=O)/C=C/c2cn(Cc3ccccc3)nc2-c2cccnc2)cc1,1,3,95,13,-6,-1,9,-7,2,-2.7
COc1ccc2cc(C3CC(c4cccs4)=NN3C(C)=O)c(Cl)nc2c1 (centres undefined),-1,-3,97,-14,-8,-3,-3,-4,6,-2.0
COc1cccc(NC(=O)Nn2cnnc2)c1,4,2,103,-19,-3,-4,-2,1,7,4.9
C=CCNC(=S)NNC(=O)c1cccn(Cc2ccc(Cl)cc2Cl)c1=O,7,-1,107,-1,-1,-3,3,-5,6,-1.3
Cn1ncc2c(Nc3cccc4ccccc34)ncnc21,6,-2,85,-17,8,0,-1,2,7,0.0
O=C1OC(/C(=C\Nc2cc(Cl)ccc2O)[N+](=O)[O-])c2ccccc21 (centres undefined),62*,-2,98,-1,-7,4,12,-33,-8,-1.3
Cc1ccc(-c2ccccc2NC(=O)CCl)o1,-2,1,94,19,13,1,2,-7,4,-0.2
Cc1nn(-c2ccccc2)c(C)c1N,-9,1,94,10,2,0,-3,-6,1,0.5
CN=c1scc(-c2ccco2)n1/N=C/c1ccc(O)c(O)c1,2,-15,99,-19,-9,11,-6,0,-6,-0.4
Cc1ccc(S(=O)(=O)NC2CC3CCC2C3)cc1 (centres undefined),1,-4,95,-2,1,-2,-4,.,8,-0.2
O=C(CCCc1ccccc1)Nc1ccccn1,3,2,94,-47,1,-1,0,-1,0,-1.6
COc1ccc(-c2csc3nc(-c4cccnc4)nc(Cl)c23)cc1OC,3,1,96,13,-11,12,-9,-6,0,0.8
COc1ccc(CCC(=O)N2CCCC(Nc3ccc(C)c(C)c3)C2)cc1OC (centres undefined),-7,-1,97,-6,2,-7,-11,-3,1,-3.1
O=C(COn1nnc2ccc(S(=O)(=O)N3CCOCC3)cc21)Nc1c(F)c(F)c(F)c(F)c1F,6,4,97,-8,4,3,-6,4,2,2.8
CCS(=O)(=O)Nc1ccc(C2=NN(C(=O)c3ccco3)C(c3ccc(C)cc3)C2)cc1 (centres undefined),2,-1,90,.,22,12,7,7,18,3.2
COc1ccc(C(=O)OCC(=O)NC(C)CCc2ccccc2)cc1 (centres undefined),3,-1,96,12,-4,5,-11,-11,7,0.5
COc1ccccc1C=C(C(=O)c1ccccc1)c1ccccc1,-1,-4,90,9,-9,-2,-14,.,.,.
COc1ccc(NS(=O)(=O)c2cc(C)ccc2NC(=O)c2cc(C)oc2C)cc1,5,18,102,2,1,-2,12,1,-22,-1.2
CCOC(=O)C1=C(COC(=O)/C=C/c2ccc([N+](=O)[O-])cc2)NC(=O)NC1C (centres undefined),-4,-1,96,22,14,1,-6,8,6,1.9
c1ccc(SCc2nc3ccccc3[nH]2)cc1,-6,-2,107,-17,3,-1,-1,2,2,0.4
CNC(=O)COC(=O)c1cc(SC)ccc1Cl,-6,2,102,-14,-5,0,6,-1,-2,-0.6
CCc1nnc(NC(=O)CN2CCN(Cc3ccccc3C)CC2)s1,-8,0,101,-15,11,1,-11,-6,1,-1.0

# ABHD5-PLIN5 inh: hit marks shown above.
Compound | ABHD5-PLIN5 inh | Glyco luc inh | ABCB6 inh MLPCN | NCOA2 inhibitor | HTR2A ag | NOD2-RIPK2 inh | TLR9-MyD88 inh | MC4R antag cAMP | MC4R ag barr
O=C1OC(/C(=C\Nc2cc(Cl)ccc2O)[N+](=O)[O-])c2ccccc21 (centres undefined) | 62* | -2 | 98 | -1 | 4 | 12 | -33 | -8 | -1.3

# Record cards, as listed above:
# Shown for Cn1ncc2c(Nc3cccc4ccccc34)ncnc21 = ABHD5-PLIN5 inh = 6; Glyco luc inh = -2; ABCB6 inh MLPCN = 85; NCOA2 inhibitor = -17; Cardio protect = 8; HTR2A ag = 0; NOD2-RIPK2 inh = -1; TLR9-MyD88 inh = 2; MC4R antag cAMP = 7; MC4R ag barr = 0.0
# Shown for COc1ccc(C(=O)OCC(=O)NC(C)CCc2ccccc2)cc1 (centres undefined) = ABHD5-PLIN5 inh = 3; Glyco luc inh = -1; ABCB6 inh MLPCN = 96; NCOA2 inhibitor = 12; Cardio protect = -4; HTR2A ag = 5; NOD2-RIPK2 inh = -11; TLR9-MyD88 inh = -11; MC4R antag cAMP = 7; MC4R ag barr = 0.5

# The main list resumes, starting six compounds before the break.
SMILES,ABHD5-PLIN5 inh,Glyco luc inh,ABCB6 inh MLPCN,NCOA2 inhibitor,Cardio protect,HTR2A ag,NOD2-RIPK2 inh,TLR9-MyD88 inh,MC4R antag cAMP,MC4R ag barr
COc1ccccc1C=C(C(=O)c1ccccc1)c1ccccc1,-1,-4,90,9,-9,-2,-14,.,.,.
COc1ccc(NS(=O)(=O)c2cc(C)ccc2NC(=O)c2cc(C)oc2C)cc1,5,18,102,2,1,-2,12,1,-22,-1.2
CCOC(=O)C1=C(COC(=O)/C=C/c2ccc([N+](=O)[O-])cc2)NC(=O)NC1C (centres undefined),-4,-1,96,22,14,1,-6,8,6,1.9
c1ccc(SCc2nc3ccccc3[nH]2)cc1,-6,-2,107,-17,3,-1,-1,2,2,0.4
CNC(=O)COC(=O)c1cc(SC)ccc1Cl,-6,2,102,-14,-5,0,6,-1,-2,-0.6
CCc1nnc(NC(=O)CN2CCN(Cc3ccccc3C)CC2)s1,-8,0,101,-15,11,1,-11,-6,1,-1.0
CC(C)C[C@H]1CN([C@@H](CC(C)C)CN2CCC[C@H]2CN2C(=O)C(=O)NC[C@@H]2Cc2ccc(O)cc2)C(=O)C(=O)N1CC1CCCCC1,-4,.,95,-7,.,-1,-14,.,.,.
CC(=O)Nc1ccc(S(=O)(=O)N2CCN(c3ccc([N+](=O)[O-])cc3)CC2)cc1,5,-2,97,20,0,-2,1,-2,5,-1.0
CC(NC(=O)Nc1ccccc1C(F)(F)F)C1CCCO1 (centres undefined),-2,3,103,-17,2,26*,-7,6,0,-1.0
COc1ccccc1NC(=S)N(CCN(C)C)C(C)c1ccncc1 (centres undefined),-7,-1,95,-7,0,-3,-10,5,5,0.6
COc1ccc(S(=O)(=O)N2CCN(Cc3ccc4c(c3)OCO4)CC2)c2ccccc12,5,-2,97,-3,-16,0,-3,2,3,-0.1
COc1ccc(S(=O)(=O)N2CCOCC2)cc1NC(=O)CN1C(=O)NC(C)(C2CC2)C1=O (centres undefined),-8,1,105,-23,7,-1,-3,-1,-7,-1.3
Cc1cc(C)c(C#N)c(SCS(=O)Cc2ccccc2)n1 (centres undefined),-1,1,98,5,12,-6,-8,-2,-4,-0.6
Cc1c(NS(=O)(=O)c2cccc(C(=O)NCc3cccc(Cl)c3)c2)c(=O)n(-c2ccccc2)n1C,-1,2,94,-3,-4,-10,2,-4,10,-0.9
COc1cc(NS(=O)(=O)c2ccc(C)cc2)c2c(c1N)C(=O)c1ccccc1C2=O,-2,-4,i,14,0,-2,-1,-9,5,-0.8
O=C(NCCc1ccccc1)c1ccc(NC(=O)C2CCCC2)cc1,0,2,110,-13,-3,-4,1,2,1,-2.2
CCC(c1ccccc1)c1nc(-c2cccnc2)no1 (centres undefined),-3,-2,102,-10,-1,-3,-2,17,4,-0.4
CC(=O)c1ccc(NC(=O)CN2CCC(C(=O)c3ccc(F)cc3)CC2)cc1,-6,0,94,-13,0,-7,-8,2,5,-1.0
COc1ccc(C2/C=C\CN(C(=O)NC34CC5CC(CC(C5)C3)C4)CC(=O)N2Cc2ccc(F)cc2)cc1 (centres undefined),-17,-4,95,6,4,-1,-15,-8,-2,-0.1
O=C(c1ccco1)N1CCN(Cc2nnc(-c3ccccc3)o2)CC1,12,2,103,1,-2,3,-4,2,-4,-1.0
CCCC(=O)NC(=S)Nc1cccc(Cl)c1N1CCCCC1,-9,-1,99,13,-20,10,-9,4,12,3.5
CCc1ccccc1NC(=O)C1=CC(c2cccs2)=NS(=O)(=O)N1C,-2,0,97,-2,-2,-3,0,6,-6,-1.6
Cc1noc(C)c1S(=O)(=O)N1CCN(c2ccc(Cl)cc2)CC1,-4,-2,99,-5,-2,5,10,0,1,0.8
c1ccc2c(c1)nc(NCC1CCCO1)c1nnnn12 (centres undefined),-7,0,141,-25,43,2,0,-10,2,0.6
CCC(=O)Nc1sc(C(=O)Nc2ccccc2)c(C)c1C(=O)OC,-10,-1,103,-98,8,-1,0,-1,-1,-1.9
O=C(OCc1nnc(-c2ccccc2)o1)c1ccc(S(=O)(=O)NCc2ccco2)cc1,1,1,95,-24,-2,-2,-4,-9,20,-0.2
CC(C)(c1ccc(O)c([N+](=O)[O-])c1)c1ccc(O)c([N+](=O)[O-])c1,0,0,106,-9,-6,-7,-11,-5,-4,0.2
Cc1cccc(NC(=S)N2CCC(N(C)CC3CCCO3)CC2)c1 (centres undefined),-1,0,97,6,0,1,-3,-9,-4,1.7
CCC(=O)NC(O)C(=O)c1ccc(C)cc1 (centres undefined),0,2,96,-7,-6,-1,-6,6,0,-0.9
COc1cccc(C(=O)N2CCN(C(=O)C3CCCO3)CC2)c1 (centres undefined),-1,1,95,-3,0,8,-5,-4,11,-1.0
COc1ccc2nc(SCC(=O)NC(C)C)[nH]c2c1,11,1,96,-1,1,0,2,7,2,2.2
CC1CN(C(=O)c2ccccc2Oc2ccccc2)CC(C)O1 (centres undefined),5,2,100,-3,0,-2,0,-5,4,-3.6
Cc1cccc(OCC(=O)NCC(=O)N/N=C/c2ccc(O)cc2O)c1,4,0,91,-2,48,1,-10,4,9,2.6
NCCCC[C@@H](C(=O)N1CCNCC1)n1cc([C@@H](N)CO)nn1,-5,1,104,-4,4,-6,-10,-15,8,-1.0
